# ASAP1 inh – inhibitors of human ASAP1 ArfGAP activity | Q9ULH1 | ASAP1-stimulated ARF1 GTP hydrolysis, GDP FP detection | inhibition, % at 16.5 µM | actives 0.19% (n = 360,000) | AID 624377; in the data active = inhibition above about 25%;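 also: 0% = vehicle with enzyme and substrate and 100% = no enzyme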
# ADAM17 inh – inhibits human ADAM17 | actives 0.83% (n = 370,000) | AID 720648 | inhibition, % at 6.95 µM | P78536 | recombinant ADAM17, EDANS/DABCYL FRET peptide cleavage;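 active = inhibition above the mean of compounds lying between control limits plus 3 SD, set per campaign, cut at about 8.5% in these data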;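 also: 0% = DMSO-only wells as the low control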
# LEDGF integ inh – blocks HIV-1 LEDGF/p75-dependent DNA integration; AID 743269; actives 0.64% (n = 370,000); TR-FRET IN-LEDGF/p75 DNA integration, Eu/Cy5; inhibition, % at 3.7 µM;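 active = inhibition above the screen-wide mean plus 3 SD, cut at about 13% in these data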;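 also: signal is the Cy5 over europium emission ratio at 671 and 618 nm; 0% = plate median of compound wells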
# DDE Tn7 FP inh – disrupts Tn7 cyclic peptide binding to fibrin D-Dimer-E complex | AID 720508 | actives 0.13% (n = 370,000) | P02675 | inhibition, % at 8.3 µM | FP displacement of FITC-Tn7 peptide from fibrin DD(E); 0% = median of compound wells per plate;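 active = inhibition above the mean of compounds falling within the control limits plus 3 SD of them, cut at about 14% in these data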;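 also: 0% = plate median of compound wells and 100% = 10 µM Aha-Tn7 peptide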
#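 Assay system: Fibrin-DD(E) protein isolated from polymerized human fibrin clots; read-out basis: percent inhibition; medium: Tris/NaCl/CaCl2 buffer, pH 7.8; signal: FP measurement; incubation: 10 min plus 3 h, room temperature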
# TDP2 inh – blocks human TDP2 phosphodiesterase activity | inhibition, % at 12.8 µM | recombinant TDP2, T5PNP hydrolysis, p-nitrophenol absorbance 415 nm | actives 0.34% (n = 370,000);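 active = inhibition above the mean of all tested compounds plus 3 SD, set per campaign, cut at about 25% in these data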;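 also: 0% = DMSO with enzyme and 100% = buffer with substrate but no TDP2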
#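 Test system: Human TDP2 enzyme | Reagent: 5 mM T5PNP | Compound dosing: 12.8 µM single point, 1% DMSO | Incubation: Enzyme reaction with compound for 2 h at 37 °C | Technique: p-Nitrophenol epi absorbance | Read-out: % inhibition relative to enzyme-containing and enzyme-free wells | Benchmarks: High control without enzyme, low control DMSO plus TDP2 | Replicates: Singlicate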
# ADAM10 inh – inhibits human ADAM10; O14672; recombinant ADAM10, EDANS/DABCYL FRET peptide cleavage, 3 h; inhibition, % at 7 µM; actives 0.62% (n = 370,000); AID 720582;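 active = inhibition above a per-campaign cutoff equal to the mean of compounds falling between control-based bounds plus 3 SD, cut at about 20% in these data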;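 also: 0% = DMSO wells while the 100% control is not disclosed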
# PLC-gamma1 inh – blocks human PLC-gamma1 enzyme activity | P19174 | actives 0.84% (n = 370,000) | purified PLC-gamma1, fluorogenic substrate, fluorescence | inhibition, % at 12.2 µM | AID 720700; in the data active = inhibition above about 9.5%
# Target sequence (P19174 whole entry, looked up): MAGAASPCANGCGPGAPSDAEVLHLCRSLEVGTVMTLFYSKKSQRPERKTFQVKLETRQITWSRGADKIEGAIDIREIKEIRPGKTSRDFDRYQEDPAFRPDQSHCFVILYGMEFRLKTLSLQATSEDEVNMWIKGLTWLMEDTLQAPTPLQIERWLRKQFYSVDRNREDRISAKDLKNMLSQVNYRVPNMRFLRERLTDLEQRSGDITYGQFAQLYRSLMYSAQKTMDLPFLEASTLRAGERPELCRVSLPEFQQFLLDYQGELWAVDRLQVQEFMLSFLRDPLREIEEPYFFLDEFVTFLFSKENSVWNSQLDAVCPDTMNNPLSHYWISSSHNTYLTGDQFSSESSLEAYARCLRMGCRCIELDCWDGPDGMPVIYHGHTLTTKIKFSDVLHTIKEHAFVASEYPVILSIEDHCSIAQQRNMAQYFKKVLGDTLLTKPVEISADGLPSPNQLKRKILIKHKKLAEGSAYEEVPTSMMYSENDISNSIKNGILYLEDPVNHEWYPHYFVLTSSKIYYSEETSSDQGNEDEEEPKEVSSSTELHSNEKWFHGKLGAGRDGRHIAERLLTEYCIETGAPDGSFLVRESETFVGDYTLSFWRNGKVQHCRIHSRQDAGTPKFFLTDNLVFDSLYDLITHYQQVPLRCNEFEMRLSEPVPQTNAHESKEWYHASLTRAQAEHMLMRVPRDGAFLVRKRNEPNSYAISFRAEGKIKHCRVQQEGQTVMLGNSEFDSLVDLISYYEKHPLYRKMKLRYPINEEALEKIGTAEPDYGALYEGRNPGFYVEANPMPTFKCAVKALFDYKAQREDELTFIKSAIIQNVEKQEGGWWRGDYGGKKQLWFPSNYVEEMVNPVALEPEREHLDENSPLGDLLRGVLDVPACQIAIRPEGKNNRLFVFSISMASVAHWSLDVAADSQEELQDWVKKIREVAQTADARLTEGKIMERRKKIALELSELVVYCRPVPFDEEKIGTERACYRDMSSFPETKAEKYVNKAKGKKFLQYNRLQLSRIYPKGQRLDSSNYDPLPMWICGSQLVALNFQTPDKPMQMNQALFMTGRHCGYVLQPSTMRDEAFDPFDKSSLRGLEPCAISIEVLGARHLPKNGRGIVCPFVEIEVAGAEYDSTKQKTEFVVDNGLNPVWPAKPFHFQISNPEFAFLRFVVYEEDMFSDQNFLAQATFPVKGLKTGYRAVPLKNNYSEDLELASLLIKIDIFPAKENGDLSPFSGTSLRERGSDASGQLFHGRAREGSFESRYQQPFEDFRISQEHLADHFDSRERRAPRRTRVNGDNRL
# ARFGAP1 inhibitor – rat ARFGAP1 inhibition | Q62848 | Arfgap1-stimulated ARF1 GTP hydrolysis, GDP FP detection | inhibition, % at 16.5 µM | actives 0.26% (n = 360,000) | AID 651572;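 active = inhibition above a per-plate limit, mean inhibition of low control wells plus 3 SD, cut at about 25% in these data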;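 also: 0% = DMSO wells with enzyme and 100% = wells lacking Arfgap1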
#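 System: truncated rat Arfgap1 GAP domain / Benchmarks: high control wells lacking Arfgap1, low control full reaction with DMSO / Times: compound-enzyme preincubation 20 min, reaction 120 min, detection 60 min, 25 °C / Repeats: one replicate per compound / Also added: human ARF1(Δ1-17)-GTP substrate / Measured by: Tracer-displacement fluorescence polarization with EDTA stop, 620/688 nm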
# proKLK7 act – activates the human kallikrein-7 zymogen; purified proKLK7, EDANS-DABCYL substrate fluorescence; 100% is mature enzyme control, 0% vehicle; AID 652039; activation, % at 7 µM; actives 0.9% (n = 370,000); P49862;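 active = activation above the mean of all tested compounds plus 3 SD, computed per campaign excluding outliers beyond control limits, cut at about 13% in these data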
# DDE Tn6 FP inh – inhibitors of Tn6 peptide binding to human fibrin DD(E); actives 0.21% (n = 370,000); Fibrin DD(E) TRITC-Tn6 fluorescence polarization displacement; inhibition, % at 8.3 µM;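 active = inhibition above a per-campaign cutoff: mean of compounds within control limits plus 3 SD, cut at about 15% in these data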;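 also: 0% = median of all compound wells on the plate and 100% = blocking peptide control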
# Numbers without * were called inactive; i = inactive; x = no result given; & = joins results of further samples.
# Each structure is followed by: ASAP1 inh	ADAM17 inh	LEDGF integ inh	DDE Tn7 FP inh	TDP2 inh	ADAM10 inh	PLC-gamma1 inh	ARFGAP1 inhibitor	proKLK7 act	DDE Tn6 FP inh
CN(c1ccccc1)S(=O)(=O)c1cccc(NC(=O)CSc2n[nH]c(N)n2)c1
 : 17	-4	-1	0	4	-1	4	2	0.7	-2
CC1(C(=O)NS(=O)(=O)c2ccccc2Cl)CCN1C(=O)c1ccccc1 (stereo not drawn)
 : -9	0	-5	-1	-1	2	-2	-6	-0.6	9
O=C1c2ccccc2C(=O)c2c1ccc(C(=O)N1CCCCC1)c2NCCO
 : 15	-4	2	-1	5	-7	-2	15	-0.5	10
Cc1ccccc1-n1nnnc1-c1ccccc1
 : -7	0	3	3	-8	0	4	-13	0.5	6
CN(C)c1ccc(-c2ccnc3c2CC(C)(C(=O)NCc2cccs2)O3)cc1 (stereo not drawn)
 : -1	-186	-1	-4	-10	i	-293	3	-4.7	0
Cc1ccc(NS(=O)(=O)c2ccc(C(=O)NNC(=O)c3ccccc3O)cc2)cc1
 : -2	3	-6	-3	6	7	-1	4	0.0	2
N#Cc1c(N2CCN(C(=O)c3ccccc3)CC2)nc(-c2ccccc2)c2c1CCCC2
 : 4	-41	2	2	-1	-107	-199	-4	-30	1
Cc1cccc(C(=O)NCCC(=O)N2CCc3ccccc3C2)c1
 : -4	5	-2	1	-12	-2	7	-1	0.1	9
COC(=O)c1cc(S(=O)(=O)NC2CCCCC2)cn1C
 : -2	-2	-5	4	-6	0	-1	1	0.3	5
O=C(CCc1cn(Cc2ccc(F)cc2)c2ccccc12)N1CCOCC1
 : -12	-2	-4	3	1	-3	-2	-5	-0.5	-4
O=C(/C=C/c1ccc(OCCCF)cc1)N1CCN(Cc2ccccc2)CC1
 : 11	2	-1	4	-2	6	4	11	0.6	3
CCOC(=O)C1=C(c2ccccc2)NC(=O)NC1c1ccc(OCC#N)c(OC)c1 (stereo not drawn)
 : 4	2	1	1	-9	1	3	1	0.6	-7
NS(=O)(=O)c1ccc(CCNC(=O)c2ccc([N+](=O)[O-])s2)cc1
 : 5	0	2	-11	4	-2	-12	14	0.2	2
O=C(CSc1nc2ccccc2c(=O)n1CC1CCCO1)NCc1ccc2c(c1)OCO2 (stereo not drawn)
 : -7	-2	-3	0	11	-3	1	2	-0.1	3
Cc1cccnc1NC(=O)c1ccc(S(=O)(=O)N2CCC(C)CC2)cc1
 : -11	-10	-5	2	-20	-18	6	10	-0.2	-9
Cc1ccc(S(=O)(=O)N2CC3C(=O)C[C@@H](c4ccccc4)N(S(=O)(=O)c4ccccc4Cl)C3CC2c2ccccc2)cc1 (stereo partly drawn)
 : -12	5	2	-3	-5	11	1	-13	-0.1	4
Cc1csc(CN(C)C(=O)C2CCC(=O)N(CCCc3ccccc3)C2)n1 (stereo not drawn)
 : 0	3	0	-6	-1	-8	-2	5	0.8	0
CCOc1ccc(S(=O)(=O)N2CCN(CCNS(=O)(=O)c3ccc(C)cc3)CC2)cc1
 : -12	4	2	-1	1	-10	1	20	1.0	8
Cc1ccc(C(=O)NC(NC(=O)c2ccc(C)cc2)C(Cl)Cl)cc1
 : 1	-1	1	0	-1	6	6	15	0.1	2
CCCc1nc2nc(C)c(NS(=O)(=O)c3ccc4c(c3)CCCC4)c(=O)n2[nH]1
 : -6	1	-1	-1	11	-4	-3	-7	-0.3	-1
CCc1cccc(NC(=O)COC(=O)C2COc3ccccc3O2)c1 (stereo not drawn)
 : 0	-1	0	4	-2	-1	-2	-5	0.0	1
Cc1cc(C)c2nc(NC(=O)c3ccc([N+](=O)[O-])o3)sc2c1
 : 3	-3	-2	1	4	1	-5	0	-0.3	13
O=C(CCn1nnc2ccccc21)OCC(=O)c1ccc(F)cc1
 : 2	-3	-4	-1	2	2	-1	-6	-0.3	5
COc1cc(C=O)ccc1Oc1cnccn1
 : 15	1	3	-2	5	-6	0	-4	0.0	2
Cc1ccc(C(=O)C[n+]2cc(-c3ccccc3)n3c2CCCCC3)cc1
 : -5&-1	0&-5	-4&-5	-2&7	2&-1	-3&-1	1&1	-3&-1	-0.2&0.4	-2&-5
CCn1nnc(NC(=O)c2ccc([N+](=O)[O-])o2)n1
 : 12	5	2	-1	-4	10	3	-3	0.4	-4
C=COCCNC(=O)Nc1ccc(Cl)c(Cl)c1
 : 18	0	0	-9	-8	5	4	-2	0.8	-2
CCOc1ccc(Nc2nc3ccccc3n3nnnc23)cc1
 : -16	2	-3	0	-4	-14	-7	13	0.2	5
O=C(CN1C(=O)CCSc2ccccc21)Nc1ccc(Cl)cc1
 : x	-3	-2	-6	4	-4	-1	x	0.5	-3
COc1ccc2[nH]c(=O)c(CN(CCO)C(=O)c3ccccc3F)cc2c1
 : -3	-83	-1	-1	1	-271	-30	8	0.6	-4
O=C(COC(=O)c1ccccc1C(=O)N1CCN(c2ccccc2)CC1)Nc1ccc(F)cc1
 : -1	0	-2	4	9	1	-1	-7	-0.3	0
Cc1ccc(C(=O)N2CCCC(CCC(=O)N3CCN(c4ccccn4)CC3)C2)s1 (stereo not drawn)
 : 0	-3	-1	8	-10	-11	-1	10	0.3	8
CN(CCc1ccccc1)C(=O)c1ccc(NC(=O)Cc2cccc(NC(=O)C3CCN(C(=O)C4CC4)CC3)c2)cc1
 : -7	3	2	0	8	0	8	3	0.4	1
CCOC(=O)[C@]12CCC=C1N(Cc1cccc3ccccc13)C(=O)[C@H](CC(=O)NCc1ccccc1)C2
 : 4	4	0	5	0	16	1	6	0.1	-3
O=C(NCCCO)C(=O)NCC(c1ccc2c(c1)OCO2)N1CCN(c2ccc(F)cc2)CC1 (stereo not drawn)
 : -4	-3	3	1	-4	8	0	6	0.5	-2
CCOC(=O)c1c(NC(=O)c2cccs2)sc(C)c1C
 : 7	-1	-13	2	-7	6	-3	1	0.5	-1
Cc1ccc(S(=O)(=O)N2CCN(c3cnn(-c4ccccc4)c(=O)c3Cl)CC2)cc1
 : 1	-2	-2	5	-1	0	-1	2	0.4	12
COc1ccc(NC(=S)N(CCc2c(C)[nH]c3ccccc23)Cc2cccnc2)cc1
 : -5	3	0	-10	-6	7	-4	6	-0.1	-1
Cc1cccc(C=Nc2ccccc2C(N)=O)c1
 : 10	-323	3	0	-1	i	-315	10	13*	4
CCC1(CC)C(=O)N=C2c3ccccc3C(=O)N21
 : -3	-1	3	0	6	2	1	-4	-0.1	-5
CCc1ccccc1NC(=O)Cn1nc(C)n2cccc2c1=O
 : -14	-2	0	4	-10	-7	1	1	-0.3	0
COc1ccc2c(c1)C(=O)/C(=C/C=C/c1ccccc1)CC2
 : -3	2	1	7	5	8	-3	-5	-0.2	7
O=C(O)C(Cc1ccc(O)cc1)N1C(=O)C2CCCCC2C1=O (stereo not drawn)
 : -11	-4	1	5	17	0	1	-10	-0.2	-5
COc1ccc(-c2noc(-c3ccccc3C(=O)Nc3cccc(OC)c3)n2)cc1
 : -6	7	-2	13	8	25*	2	13	0.5	2
O=C(CNC(=S)N(Cc1ccccc1)Cc1cccnc1)NCc1ccccc1
 : 9	-3	-1	1	5	-2	-1	1	0.0	10
O=C(N/N=C\c1cccnc1)c1ccc(Cl)s1
 : -3	1	-1	13	-2	-3	-3	-10	-0.2	7
Cc1cccn2c(CNCC3(c4ccccc4)CCCC3)c(C(=O)N3CCOCC3)nc12
 : 0	-4	2	-8	-8	0	-1	10	-0.2	3
COc1ccc(S(=O)(=O)NCc2ccc(C)cc2)cc1
 : -8	2	1	-3	-7	-5	1	10	-0.4	-4
CCCc1nc2c(C)cc(Br)cn2c1Cc1ccsc1
 : 6	-6	0	-5	11	-11	-20	-5	0.1	-2
COc1cccc(C(=O)NCC(=O)N2CCC3(CC2)NCCc2[nH]cnc23)c1OC
 : 4	-3	2	0	9	-12	-1	4	-0.2	-8
Nc1ncnc2nc(N3CCN(C(=O)c4ccccc4)CC3)[nH]c12
 : 7	-3	-1	4	-6	-8	2	0	0.3	2
O=C(NC(Cc1c[nH]c2ccccc12)c1nnc2n1CCCCC2)c1ccccc1Cl (stereo not drawn)
 : 16	-2	4	0	-4	1	3	2	0.6	2
CCC(C)(C)NC(=O)C(c1ccncc1)N(Cc1ccc(C)cc1)C(=O)c1csnn1 (stereo not drawn)
 : -2	-2	-2	0	5	-5	2	9	0.2	10
COC(=O)CSc1nnc(CNC(=O)c2ccc(OC)cc2OC)n1C
 : 0	3	1	1	-11	11	2	1	-0.1	2
O=C1[C@H](Cc2ccccc2)NCCCC[C@H](c2ccco2)N1Cc1ccccc1
 : -30	2	-3	4	-13	13	-1	-6	0.4	2
O=C(c1cnn(C(=O)c2ccco2)c1)c1ccccc1O
 : 5	-5	2	7	6	-11	0	-4	2.4	3
O=C(Cc1ccccc1)N/N=C/c1cc(Br)c(Br)o1
 : 27*	0	0	0	-2	-2	-3	18	-0.2	-10
Cc1cc(C)cc(N(CC(=O)NCc2ccco2)S(=O)(=O)c2c(C)noc2C)c1
 : 3	-2	-2	11	1	-8	1	-4	-0.3	5
Cc1c(N=Cc2ccco2)c(=O)n(-c2ccccc2)n1C
 : 5	-4	1	1	1	1	-3	5	0.0	1
CCCOc1ccc(NC(=O)CC2C(=O)N(CC)C(=S)N2CCNC(C)=O)cc1 (stereo not drawn)
 : -13	-1	2	5	-4	-1	-1	-13	0.2	-1

# Full records from above. Values in the order: ASAP1 inh, ADAM17 inh, LEDGF integ inh, DDE Tn7 FP inh, TDP2 inh, ADAM10 inh, PLC-gamma1 inh, ARFGAP1 inhibitor, proKLK7 act, DDE Tn6 FP inh
# Shown for Cc1ccc(S(=O)(=O)N2CCN(c3cnn(-c4ccccc4)c(=O)c3Cl)CC2)cc1 → 1, -2, -2, 5, -1, 0, -1, 2, 0.4, 12
# Shown for CCCOc1ccc(NC(=O)CC2C(=O)N(CC)C(=S)N2CCNC(C)=O)cc1 (stereo not drawn) → -13, -1, 2, 5, -4, -1, -1, -13, 0.2, -1

# Following part:
# Each structure is followed by: ASAP1 inh	ADAM17 inh	LEDGF integ inh	DDE Tn7 FP inh	TDP2 inh	ADAM10 inh	PLC-gamma1 inh	ARFGAP1 inhibitor	proKLK7 act	DDE Tn6 FP inh
CCCCc1c(-c2ccc(Cl)cc2)ncn1CCc1ccccc1OC
 : 2	0	1	5	-5	-8	2	3	0.2	-5
Cc1cccc([N+](=O)[O-])c1NC(=O)CSc1nnc2ccccn12
 : -3	-3	4	-2	6	-8	0	-19	-0.1	-2
COc1ccc(C(=O)CSc2nnc(-c3ccco3)n2C)cc1
 : -4	3	1	1	-7	8	5	-7	0.5	0
CCOC(=O)c1c(S(=O)(=O)NCc2ccc(C)o2)c(C)n(C)c1C
 : -11	-5	0	6	-3	-4	1	-5	0.4	-6

# High-throughput results from PubChem.
